Compound activity (PubChem BioAssay)
Giardia killer: Giardia lamblia killing | Giardia lamblia trophozoite viability | 0.15% of 340,000 active | AID 540267 | activity change, % at 7.66 µM, hits read low; in the data active = activity change below about -80%; inconclusive = between about -30% and that limit;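 note: parasites exposed to compound for two days anaerobically before the ATP read; % is set by controls: 0 for no effect and ±100 for the full control effect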
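Each well holds 100 Giardia trophozoites and compound. After two days (48 hrs) at 37 deg C in anaerobic conditions, ATP is quantified by luminescence.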
Chronic BCR inh: blocks chronic active B-cell receptor signaling. ABC-DLBCL IkBa-CBG/CBR reporter, luminescence ratio, 4 h. AID 493014. Potency, µM (doses to about 46.1 µM), for the others: at the highest dose ratio change, negative = lower green/red ratio, most hits filed as inhibitors. 0.05% of 340,000 active; active = well fitted inhibition curve with a large enough effect in the signal ratio, with a control signal flat, not every such curve was filed as active; inconclusive = small, poorly fitted or top-dose-only effect, or effect the other way, or a change in a side signal; the % refers to the signal ratio;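 note: potency is the fitted concentration of half-maximal effect; plate controls were basal doxycycline-induced cells for no effect and cells given 10 µM MG132 for full effect; MG132 reads +100%, hits lower the ratio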
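Doxycycline induced both beetle luciferases in TMD8 lymphoma cells; IKK-driven degradation limits the IkappaBalpha-fused green signal, while red luminescence normalises for cell number and nonspecific effects. Compounds tested up to 46 uM, 4 hrs.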
Tb PFK block: inhibitors of T. brucei phosphofructokinase. O15648. T. brucei PFK, ADP-Glo luminescence. Potency, µM (doses to about 57.5 µM), inactives show at the highest dose activity, negative = inhibition, hits mostly inhibitors. 0.17% of 330,000 active. AID 485367;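 note: potency is the fitted concentration of half-maximal effect; 0% = uninhibited 1x PFK enzyme wells and -100% = no-enzyme wells; nearly all actives have a fitted effect of over 60% in size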
Target sequence (O15648 whole entry, looked up): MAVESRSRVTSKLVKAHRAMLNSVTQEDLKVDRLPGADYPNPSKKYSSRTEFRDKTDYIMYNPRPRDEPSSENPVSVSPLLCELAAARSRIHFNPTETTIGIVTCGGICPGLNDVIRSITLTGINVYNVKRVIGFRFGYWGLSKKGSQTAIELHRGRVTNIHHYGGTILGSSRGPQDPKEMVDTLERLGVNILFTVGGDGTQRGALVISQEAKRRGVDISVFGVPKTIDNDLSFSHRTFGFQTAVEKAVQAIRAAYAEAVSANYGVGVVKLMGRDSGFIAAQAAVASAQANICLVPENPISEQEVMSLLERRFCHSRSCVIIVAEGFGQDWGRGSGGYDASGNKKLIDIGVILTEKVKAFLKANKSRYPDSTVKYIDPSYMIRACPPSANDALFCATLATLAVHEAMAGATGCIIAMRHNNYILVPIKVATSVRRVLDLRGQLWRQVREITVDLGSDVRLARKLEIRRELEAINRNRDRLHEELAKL
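ADP-Glo luminescence quantified ADP after 45 min at room temperature, with 1.25 nM T. brucei PFK, 0.1 mM ATP and 0.5 mM fructose-6-phosphate in pH 8.0 TEA buffer. qHTS titrations up to 57 µM; curves classified by quality.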
CXXC DNA block: MLL CXXC-DNA interaction inhibition; Potency, µM (highest dose often 115 µM), for inactives: at the highest dose activity change, negative = inhibition, actives largely listed as inhibitors; MLL-CXXC / FITC-HOXA9 DNA fluorescence polarization; 0.037% of 290,000 active; active = well fitted inhibition curve with a large enough effect in the polarisation, with a control signal flat, not every such curve was filed as active; inconclusive = small, poorly fitted or top-dose-only effect, or effect the other way, or a change in a side signal; inactive = no such curve, though single readings can be large or run the other way; the % refers to the polarisation; note: potency is the fitted concentration of half-maximal effect
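Purified MLL-CXXC (added from a 7 uM solution) was preincubated 5 min at ambient with pinned compounds in 50 mM Tris-HCl pH 7.5, 50 mM NaCl, 1 mM DTT, 0.05% BSA. Fluorescein-labeled HOX-A9 DNA (50 nM solution) followed, 30 min, then polarization read.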
GALK inh: galactokinase (human) inhibition; Potency, µM (titrated, usually from 57.5 µM), without a hit: at the top dose activity change, negative = inhibition, usual class: inhibitors; P51570; Purified GALK, Kinase-Glo residual ATP luminescence; 0.007% of 270,000 active; note: potency is the fitted concentration of half-maximal effect; % is set by controls: 0 for no effect and ±100 for the full control effect
Target sequence (P51570 whole entry, looked up): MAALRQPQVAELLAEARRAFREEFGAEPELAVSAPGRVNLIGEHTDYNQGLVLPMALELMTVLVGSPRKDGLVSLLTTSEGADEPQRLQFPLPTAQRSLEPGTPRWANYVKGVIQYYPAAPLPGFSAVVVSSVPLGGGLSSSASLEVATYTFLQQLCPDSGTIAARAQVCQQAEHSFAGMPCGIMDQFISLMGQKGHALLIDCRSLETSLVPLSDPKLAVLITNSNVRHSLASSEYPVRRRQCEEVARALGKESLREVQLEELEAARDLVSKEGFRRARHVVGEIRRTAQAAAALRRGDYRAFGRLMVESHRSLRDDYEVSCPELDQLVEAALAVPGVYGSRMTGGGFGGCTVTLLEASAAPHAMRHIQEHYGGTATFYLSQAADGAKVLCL
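Quantitative HTS: GALK 5 nM, ATP 35 uM, galactose 100 uM, 1 h room temperature, then luciferase-based ATP detection.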
TCR act: activators of T cell receptors | primary human leukocytes, anti-CD3, IL-2 HTRF, 48 h | Potency, µM (highest dose often 9.22 µM), inactives show at the top dose activation of IL-2 secretion, hits mostly activators | 330,000 tested, under 10 active | AID 504894; note: % of control where 0% means no effect
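HTRF read-out of IL-2 secretion: europium cryptate donor excited at 320nm, d2 acceptor emission at 665nm. Cells were primary human leukocytes incubated 48 hr with compounds and a-CD3 beads, supplying TCR signal only.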
FBPA coupling cs: coupling enzyme interference in Giardia aldolase counter-screen. coupling enzyme system counterscreen, AmpLite Red fluorescence. activity change, negative = inhibition, % at 58.2 µM, hits read low. 0.67% of 290,000 active; in the data active = activity change below about -30%; note: % is set by controls: 0 for no effect and ±100 for the full control effect
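First, compound is pin-transferred into glyceraldehyde-3-phosphate coupling-enzyme reagent at 57.5 uM final and held 10 min at RT. Next, substrate, coupling system and AmpLite Red are added. After 20 min RT, fluorescence (525/598 nm) is read.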
AT treatment: potential ataxia-telangiectasia treatment. AID 485349. […] A-T fibroblasts, KAP-1 phosphorylation AlphaLISA; neocarzinostatin DNA damage 30 min before lysis. Potency, µM (doses to about 57.5 µM), for inactives: at the top dose activation, actives largely listed as activators. 0.19% of 320,000 active; note: potency is the fitted concentration of half-maximal effect; % of control where 0% means no effect; nearly all actives have a fitted effect of over 45% in size
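hTERT-immortalized A-T patient fibroblasts ([…]), 500 cells/well in OPTI-MEM, 1% FBS, got compounds for 60 min, then NCS for 30 min at 37C. Lysates were then assayed for phospho-KAP-1 by AlphaLISA (anti-pKAP1 donor, anti-KAP1 acceptor beads), 6 hr at 25C.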
KCNH2 WT inh: KCNH2 (human, wildtype) channel inhibition. Q12809. U2OS, BacMam KCNH2, thallium flux FluxOr; hits give low values. activity change, % at 1.84 µM. 0.37% of 340,000 active. AID 720551;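 active = maximum activity change below -70%; inconclusive = maximum activity change between -70% and -50%; inactive = maximum activity change above -50%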; note: % is set by controls: 0 for no effect and ±100 for the full control effect
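U2OS cells transduced with wild-type KCNH2 virus are loaded with FluxOr dye for 45 min, and thallium flux is measured in kinetic reads before and after stimulation buffer. Rate constants are normalized to DMSO controls.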
TSHR antag: blocks TSH signaling through the human TSH receptor | 0.2% of 330,000 active | activity change, negative = inhibition, % at 11.5 µM | AID 504810 | TSHR-expressing cells, TSH-stimulated cAMP HTRF, 2 h; hits give low values;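 active = activity change below a set negative limit, meaning inhibition stronger than a set level, cut at about -70% in these data; inconclusive = activity change between two set negative limits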; note: % is set by controls: 0 for no effect and ±100 for the full control effect
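Freshly harvested TSHR cells receive pin-tooled compound, then EC80 TSH at 4nM final. After 2 hours at 37 deg C, antibody in lysis buffer and cAMP-d2 are added; 30 minutes at ambient temperature precede the HTRF read.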
The depositor's hits bear a star; ? = inconclusive; / = not tested or not shown; & = joins results of further samples; [ ] = dose if it differs, or a comment. Unless noted, calls come from the whole dose curve; as a rule, active = well fitted curve in the direction sought with a large enough effect; inconclusive = small, poorly fitted or top-dose-only effect, or another doubt; inactive = no such curve, though single readings can be large; an effect the other way counts as inactive or inconclusive.

SMILES	Giardia killer	Chronic BCR inh	Tb PFK block	CXXC DNA block	GALK inh	TCR act	FBPA coupling cs	AT treatment	KCNH2 WT inh	TSHR antag
COc1ccccc1/C=[N+](\[O-])C1SC(=S)N(C)C1(C)C (stereo not drawn)	-20	0%	-2%	8%	6%	-7%	2	2%	1	-2
COc1ccc(CCNC(=O)Cn2c(=O)n(Cc3ccco3)c(=O)c3ccc(Cl)cc32)cc1OC	11	?	-1%	13%	-4%	1%	1	-1%	-2	0
CC1CCCCN1CCCNC(=O)c1nn(C)c2c1CSc1ccccc1-2 (stereo not drawn)	-2	4%	0%	13%	9%	11%	3	5%	63	-7
C=C1CCN([C@@H](C)C(=O)NCCCCCC)S(=O)(=O)c2ccccc21	-5	6%	2%	5%	-2%	-2%	-2	22%	-6	-6
c1ccc2oc(C3=NNC(=NC4CC4)SC3)cc2c1	-5	?	-8%	2%	3%	1%[46.1 µM]	1	-3%	0	6
Cc1cccc(NC(=O)c2nc[nH]c2C(=O)NC2CCN(C(=O)OC(C)(C)C)CC2)c1	2	?	-1%	/	/	-3%	/	0%	/	-10
Cc1sc2nc(C(C)C)nc(SCC(=O)N3c4ccccc4CC3C)c2c1C (stereo not drawn)	30	?	-5%	8%	2%	-8%	0	-2%	-5	-6
CCN(C(=O)Cn1c(=O)oc2ccccc21)c1cccc(C)c1	34[activator]	?	14%	-2%	5%	0%	1	20%	-6	9
CCN(CC(=O)Nc1ccc2c(c1)OCCO2)C(=O)/C=C/c1ccc(OC)cc1OC	-5	1%	15%	6%	-4%	2%	-1	6%	-3	15
Cc1ccc(NC(=O)c2sc3nc4c(c(-c5ccco5)c3c2N)CCC4)cc1	-1	-1%	3%	3%	1%	2%	-3	/	-24	-16
CCCn1c2ccccc2c2nnc(SCC(=O)Nc3c(C)n(C)n(-c4ccccc4)c3=O)nc21	-6	-28%	0%	7%	2%	-3%[46.1 µM]	5	7%	1	-10
O=C(CNC(=O)c1cc(S(=O)(=O)N2CCCCC2)ccc1N1CCOCC1)Nc1ccc(F)c(F)c1	-11	0%	-2%	/	/	0%	/	1%	0	-4
COc1cc2[nH]c3c(N4CCN(c5ccccn5)CC4)ncnc3c2cc1OC	13	?	-1%	13%	-1%	-5%	-3	-7%	3	-27
CNc1cc(NS(=O)(=O)c2ccc(N)cc2)nc(NC)n1	6	4%	-5%	7%	/	-9%	/	13%	-7	-8&-2
CCc1cn(S(=O)(=O)c2ccccc2OC)nc1N	-16	?	1%	-6%	3%	-2%	0	/	-12	-3
CC(=O)N1N=C(c2ccc(C)cc2)OC1c1ccc(Br)cc1 (stereo not drawn)	-11	?	10%	9%	0%	-1%	6	8%	-6	20
NC(=O)C1CCN(C(=S)NC2CC3C=CC2C3)CC1 (stereo not drawn)	-13	-1%	-4%	1%	5%	-1%	5	-6%	19	12
O=C(CN1CCN(C(=O)c2ccco2)CC1)Nc1c2c(nc3c1CCC3)CCCC2	3	13%	9%	-8%	0%	4%	-9	5%	7	26
COc1ccc(C/C(N)=N/OC(=O)c2cccs2)cc1	-6	?	-2%	2%	2%	-9%	-1	7%	17	-5
OCCCCC#Cc1c(-c2ccsc2)sc2ccccc12	5	16%	1%	4%	/	-3%	2	23%	-21	7
CCN(CC(=O)NCc1ccc(Cl)cc1)C(=O)c1cnc(Cl)c(Cl)c1	-2	?	-1%	2%	-2%	0%	3	-7%	4	8
Cn1c(=O)c2c(nc(N/N=C/c3ccc(OC(=O)c4ccco4)cc3)n2Cc2ccc(F)cc2)n(C)c1=O	-13	?	-7%	66%[activator]	0%	-5%[46.1 µM]	-3	-7%	6	-6
CCOC(=O)C(NC(=O)Nc1ccc(C(N)=O)cc1)(c1ccccc1)C(F)(F)F (stereo not drawn)	-7	-4%	2%	5%	0%	1%[46.1 µM]	2	/	8	5
COc1cc(C2C(C#N)=C(N)Oc3n[nH]c(-c4cccnc4)c32)cc(Br)c1O (stereo not drawn)	17	?	21%	4%	-6%	-3%	-4	0%	-4	-8
CSCCC(NS(=O)(=O)c1ccc(Cl)c(Cl)c1)C(=O)O (stereo not drawn)	-19	0%	1%	8%	11%	1%	7	3%	-2	13
COc1cc2c(cc1OC)CN(C(=O)CC1CC3CCC1C3)CC2 (stereo not drawn)	-11	?	0%	13%	2%	-6%	-15	1%	5	-9
O=c1oc2ccccc2nc1/C=C(\O)c1ccccc1	5	?	0%	-10%	4%	9%	3	-1%	-3	-2
COC(=O)c1ccc(COC(=O)C2CCN(S(=O)(=O)c3ccc(C)c(C)c3)CC2)o1	20	5%	-3%	/	/	13%	/	5%	-3	-27
N#Cc1ccc(CN2C=NS(=O)(=O)c3ccccc32)cc1	7	-8%	10%	-26%	0%	-3%	1	3%	2	1
COc1ccccc1CN(C(=O)c1cnccn1)C(C(=O)NC1CCCCC1)c1cc(OC)c(OC)c(OC)c1 (stereo not drawn)	-1	6%	0%	8%	-2%	9%	3	3%	-12	3
CCOC(=O)NNc1ccc(C(F)(F)F)cn1	7	3%	-3%	-4%	-2%	-1%	0	9%	-6	-4
O=C(COc1ncnc2cc([N+](=O)[O-])ccc12)NCc1ccc2c(c1)OCO2	-9	?	0%	31%[activator]	-3%	-2%	3	6%	8	6
Cc1c(C(=O)N2CCCCC2)c(S(=O)(=O)N2CCN(c3ccc(Cl)cc3)CC2)c(C)n1C	11	-8%	23%	-4%	-5%	9%	2	-7%	-3	9
O=c1oc2ccccc2c2[nH]ccc12	10	?	0%	9%	7%	1%	0	2%	-3	-5
NC(=O)c1ccc(NC(=O)CSc2nnc(C3CCCCC3)n2N)cc1	-1	-2%	0%	22%	7%	1%	-1	-2%	7	5
Cn1c(=O)n(C)c2cc(/C=N/n3cnnc3)ccc21	3	1%	0%	-5%	/	-2%	-3	-3%	19	-11
CCCCNc1c(-c2ccc(OC)c(SC(C)CC)c2)nc2ccc(Cl)cn12 (stereo not drawn)	2	4%	1%	/	/	-3%	/	1%	-12	-6
O=C(COC(=O)/C=C/c1cccs1)Nc1ccc2ccccc2c1	18	0%	-1%	0%	0%	4%[46.1 µM]	1	4%	-4	-12
COc1ccc(N2CCN(c3nc(Nc4ccc(C)c(F)c4)nc(N4CCCC4)n3)CC2)cc1	4	?	0%	8%	9%	-3%	-6	-3%	-30	53
Cc1ccc(/C(=N/Nc2ncnc3ccccc23)C(=O)O)cc1	-6	?	-4%	51%[activator]	8%	7%	-7	3%	-7	6
CC(NC(=O)C(=O)NCCN1CCN(C(=O)c2ccccc2Br)CC1)c1ccccc1 (stereo not drawn)	21	3%	-10%	-10%	-2%	-14%	-3	-5%	-1	3
COc1ccc(OC)c(N(CC(=O)NCCSCc2ccco2)S(=O)(=O)c2ccccc2)c1	-10	0%	12%	0%	-1%	4%	-2	7%	4	-2
CCOC(=O)N1CCN(C(=O)c2cc(COc3cccc(C(C)=O)c3)on2)CC1	-4	2%	2%	-1%	5%	-2%	/	5%	-4	6
CCc1cc2c(cc3c(=O)n(CC(=O)NCCCN4CC(C)CC(C)C4)ncn32)s1 (stereo not drawn)	9	11%	2%	22%	0%	-3%	0	26%	17	2
CC(C)(C)c1ccc(S(=O)(=O)Nc2noc3ccccc23)cc1	-24	?	8%	0%	-1%	1%	6	19%	-3	7
CC(=O)c1ccc(NC(=O)c2sc3nc4n(c(=O)c3c2C)CCCCC4)cc1	3	3%	-1%	29%	4%	-9%	/	-4%	2	-7
CCn1c(SCC(=O)N2CCCCC2C)nc2ccsc2c1=O (stereo not drawn)	15	?	-2%	4%	-1%	12%	-1	1%	-11	-1
Cc1cc(C)cc(N2CC(C(=O)Nc3cc(C)on3)CC2=O)c1 (stereo not drawn)	20	-6%	2%	-1%	14%	-3%	2	3%	-5	7
CCOC(=O)c1c(NC(=O)CSc2n[nH]c(N)n2)sc(CC)c1C	9	1%	4%	-1%	0%	5%	5	-2%	5	-18
COCCNC(=O)CSc1nc2cc3c(cc2c(=O)n1CCCC(=O)NCc1ccc(OC)cc1)OCO3	19	-2%&0%	-1%	0%	0%	/	2	4%	-16	0
C/C(=N\Nc1nc(-c2cc(C)ccc2C)cs1)c1cc2c(ccc3ccccc32)oc1=O	0	0%	4%	1%	-2%	-2%[46.1 µM]	-3	0%	2	-9
Cc1nc(C)c(-c2csc(Nc3cccc(O)c3)n2)s1	-9	?	5%	-16%	-2%	-6%	-3	1%	19	-17
